# Bioassay records as filed in PubChem BioAssay.
# TEAD-YAP block – TEAD-YAP interaction inhibition; HEK-TIYL cells, TEAD-Gal4/YAP UAS-luciferase luminescence; inhibition, % at 9.12 µM; 1.4% of 640,000 active; AID 1259422; in the data active means inhibition above about 32%;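 further: 0% = median of test compound wells and 100% = reference inhibitor wells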
# MITF primary – blocks human microphthalmia-associated transcription factor; O75030; AlphaScreen MITF homodimerization, bead proximity signal; inhibition, % at 2.6 µM; 0.91% of 650,000 active; AID 1259374; in the data active means inhibition above about 50%;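 further: 0% = vehicle wells with protein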
# FBW7 activator – human FBW7 E3 ligase activation, primary screen; Q969H0; AlphaScreen FBW7–phospho-cyclin E peptide binding, activator screen; normalized activity (activation), % at 26.1 µM; 0.13% of 650,000 active; AID 1259310; in the data active means normalized activity above about 1.9%;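 further: purified mutant Fbw7 with reduced substrate affinity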
# Target sequence (Q969H0 whole entry, looked up): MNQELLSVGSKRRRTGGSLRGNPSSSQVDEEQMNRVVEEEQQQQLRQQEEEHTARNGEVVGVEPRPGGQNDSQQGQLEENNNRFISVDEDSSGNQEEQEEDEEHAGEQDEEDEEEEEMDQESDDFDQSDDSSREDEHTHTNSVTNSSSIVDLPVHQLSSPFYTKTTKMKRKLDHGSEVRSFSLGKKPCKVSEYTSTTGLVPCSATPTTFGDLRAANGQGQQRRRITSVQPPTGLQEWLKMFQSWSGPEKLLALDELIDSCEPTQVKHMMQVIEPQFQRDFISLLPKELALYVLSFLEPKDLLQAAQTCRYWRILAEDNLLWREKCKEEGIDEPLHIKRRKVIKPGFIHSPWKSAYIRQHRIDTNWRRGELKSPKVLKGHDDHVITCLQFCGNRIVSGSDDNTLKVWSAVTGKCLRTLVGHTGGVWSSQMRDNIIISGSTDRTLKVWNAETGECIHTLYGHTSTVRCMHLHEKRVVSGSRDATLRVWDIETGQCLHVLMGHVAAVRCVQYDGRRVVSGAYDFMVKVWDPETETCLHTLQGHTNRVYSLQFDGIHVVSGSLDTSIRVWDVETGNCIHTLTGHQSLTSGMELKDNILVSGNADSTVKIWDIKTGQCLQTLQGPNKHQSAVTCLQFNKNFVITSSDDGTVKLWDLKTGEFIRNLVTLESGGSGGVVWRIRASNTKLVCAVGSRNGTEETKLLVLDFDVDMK
# GPR151 ag – activators of human GPR151. Q8TDV0. PathHunter beta-arrestin GPR151 cells, luminescence. activation, % at 11.2 µM. 1% of 650,000 active. AID 1508602; in the data active means activation above about 4.9%;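 further: 0% = median of compound wells and 100% = cells with positive control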
# Starred values were filed as active, the others as inactive; & = joins results of further samples.
SMILES	TEAD-YAP block	MITF primary	FBW7 activator	GPR151 ag
O=C1c2ccccc2C(=O)N1/N=C/c1cc([N+](=O)[O-])ccc1O	0	-3	-0.1	0.3
CN(C)Cc1c(C(=O)N/N=C/c2ccc(F)cc2F)nnn1-c1nonc1N	-4	0	-0.1	-0.1
O=S(=O)(c1cccc(-c2nnc3n2CCCCC3)c1)N1CCOCC1	4	0	-0.1	0.4
O=c1oc2ccc3ccccc3c2cc1-c1csc(Nc2ccccc2F)n1	9	15	0.1	-0.4
COc1ccc(N2CCN(C(=O)c3ccc(SCc4ccccc4F)c([N+](=O)[O-])c3)CC2)cc1	-32	19	0.0	2.5
CN1CCC(N(C)C(=O)CCNS(=O)(=O)c2ccccc2)CC1	-10	-1	0.0	0.5
COc1ccc(CNC(=O)C/C(C)=N/NC(=O)C(C)C)cc1	-12	-9	-0.2	-0.7
CC(C)N(CCNc1nc(N2CCCC2CO)nc2c1ncn2-c1ccccc1)C(C)C (stereo unspecified)	8	13	0.3	2.1
O=C(NCCCO)/C(=C\c1ccccc1[N+](=O)[O-])NC(=O)c1ccccc1	12	1	-0.1	-0.6
Cc1c(S(=O)(=O)Nc2ccc(F)c(Cl)c2)c(=O)n(C)c(=O)n1C	-14	16	0.3	0.0
CCc1cn[nH]c1C1CCN(C(=O)c2ccc(-n3ccnc3)cc2)CC1	-2	1	0.1	0.0
O=C(O)C1CC=CCC1C(=O)N1CCCC1 (stereo unspecified)	6	-3	0.2	0.6
O=C(NN=C1C2CC3CC1CC(Cl)(C3)C2)c1ccccn1	3	18	0.0	-4.6
NC(=O)c1ccc2nc(NCCCN3CCCC3=O)sc2c1	16	2	0.0	-1.1
O=C(Nc1cc(Oc2ccc(Cl)cc2)cc([N+](=O)[O-])c1)c1cc2nc(-c3ccccc3)cc(C(F)(F)F)n2n1	1	5	0.1	1.1
CC(=O)NC(=C(Cl)Cl)S(=O)(=O)c1ccccc1	-1	-4	-0.1	-0.2

# Single entries from the entries so far.
# In TEAD-YAP block, `CCc1cn[nH]c1C1CCN(C(=O)c2ccc(-n3ccnc3)cc2)CC1` reads -2
# In MITF primary, `CC(=O)NC(=C(Cl)Cl)S(=O)(=O)c1ccccc1` reads -4

# (more compounds)
SMILES	TEAD-YAP block	MITF primary	FBW7 activator	GPR151 ag
COC(=O)c1ccc(NC(=O)c2cc([N+](=O)[O-])[nH]n2)cc1	-66	-1	0.0	-6.2
NC(=O)C1CCN(C(=O)CN2C(=O)/C(=C\c3cccc(Cl)c3)Oc3ccccc32)CC1	-1	-9	0.0	-0.1
Cc1cc(NS(=O)(=O)c2ccc(NC(=O)c3ccc(F)cc3)cc2)no1	-5	5	-0.1	0.5
COCCN1C(=O)c2ccccc2C(C(=O)NC2CCCC2)C1c1c[nH]c2ccccc12 (stereo unspecified)	0	4	-0.1	-0.2
Cc1ccc(CN2C(=O)CSc3ccc(C(=O)NCCc4ccc(Cl)cc4)cc32)cc1	0	16	0.0	-0.6
COc1cc(NC(=O)COc2cc(C)c(Cl)c(C)c2)ccc1NC(=O)c1cc2ccccc2o1	-9	-10	0.0	-1.4
Nc1nnc(SCC(=O)Nc2ccc(OC(F)F)cc2)s1	-14	-7	0.0	0.3
COc1cc(NC(=O)c2cccc(-n3cc(N)cn3)c2)cc(OC)c1OC	-2	-12	0.0	-1.9
CC(=O)c1ccccc1OCCCCN1CCCCC1	-5	32	-0.5	-1.3
COc1ccc2c(c1)c(CC(=O)OCc1ccccc1F)c(C)n2C(=O)c1ccc(Cl)cc1	-6	3	-0.1	0.7
Cc1cc(C)c(OCC(=O)Nc2ccc(S(=O)(=O)Nc3nc(C)cc(C)n3)cc2)c(C)c1	-5	26	-0.1	0.1
O=C(Cc1cccs1)Nc1nccs1	-11	-2	0.4	1.2
COc1ccc(S(=O)(=O)Nc2ccc(OC)c(N3CCCC3=O)c2)cc1C	4	14	-0.1	0.5
O=C(Cn1cnc2c(cnn2CCO)c1=O)N1CCc2ccccc21	3	14	0.6	0.4
CC(C)C(=O)NC(C)C(c1cccs1)N1CCOCC1 (stereo unspecified)	-11	2	-0.1	0.0
N/C(=N\c1nc2ccccc2o1)NC(=O)Nc1ccc(Cl)cc1	-7	1	0.0	0.5
CCOC(=O)c1ccc(S(=O)(=O)Nc2nn3cnnc3s2)cc1	-6	-7	0.0	2.1
CCC/C=N/NC(=O)CNC(=O)c1ccccc1Cl	10	10	0.0	0.8
C/C(=C\C(=O)c1ccc(C)o1)Nc1ccc(Cl)cc1	2	11	-0.1	0.1
O=[N+]([O-])c1cc(NS(=O)(=O)c2ccc3c(c2)OCCCO3)ccc1F	1	7	0.3	-1.2
CCCNC(=O)c1cnn(-c2cc(C)cc(C)c2)c1-n1cccc1	-6	-1	0.0	0.3
O=C1OC2(CCCCC2)OC(=O)C1=Cc1ccc2c(c1)OCO2	9	12	-0.1	1.5
COc1ccc(-n2nc([N+](=O)[O-])c(=NCc3ccc(F)cc3Cl)n2O)cc1	-39	25	-0.4	0.4
Cc1ccc(Oc2nc3ccccn3c(=O)c2/C=C(\C#N)C(=O)N2CCOCC2)c(C)c1	34*	4	0.0	0.5
N#C/C(=C\c1ccc(OCC(=O)O)cc1)C(N)=S	-6	4	0.5	6.4*
CC(C)(C)NCC(O)COc1ccccc1C(C)(C)C (stereo unspecified)	6	0	-0.1	0.6
Cc1ccc(-c2cc(-c3ccc(I)cc3)nc3sc(C(=O)c4ccccc4)c(N)c23)cc1	0	1	-0.1	-1.2
CCN(CC)S(=O)(=O)c1ccc(C(=O)NC2C3CC4CC(C3)CC2C4)cc1 (stereo unspecified)	-10	8	0.2	2.0
CCCn1c(=O)[nH]c2c(C(N)=O)nc(-c3ccc(F)cc3)nc21	5	5	-0.1	1.0
CCOc1cc(/C=N/NC(=O)Cc2nnc(N)s2)ccc1OCc1c(C)no[n+]1[O-]	11	1	-0.2	0.0
O=C1N=C(N2CCOCC2)S/C1=C\c1ccc2c(c1)OCO2	7	5	-0.2	1.1
CC(C)c1ccc2oc(-c3ccc(NC(=O)c4ccc(Br)o4)cc3)nc2c1	12	12	1.3	0.3
CC(=O)NCCNC(=O)CCCCn1c(=S)[nH]c2ccsc2c1=O	-6	3	0.1	0.1
CC(NC(=O)C1CCOCC1)c1nnc2n1CCN(Cc1ccc(-c3ccco3)cc1)CC2 (stereo unspecified)	4	7	0.0	-0.7
O=C1c2ccccc2NC(c2cccc([N+](=O)[O-])c2)N1c1ccc(Br)cc1 (stereo unspecified)	-47	15	0.0	0.0
CC(C)(C)c1ccc(C(=O)NCC(=O)OCC(=O)c2ccc(Br)cc2)cc1	7	3	-0.3	0.8
Cc1sc2ncnc(SCC(=O)NC(=O)NC(C)(C)C)c2c1C	0	-12	0.0	0.5
NC(=O)/C(=C/c1cccc([N+](=O)[O-])c1)NC(=O)c1ccco1	-1	-6	-0.3	6.8*
CN(C)C(=O)COc1ccc2c3c(c(=O)oc2c1)CCC3	2	-4	-0.1	-0.1
CN(C)[C@@H]1CCN(Cc2cccc(Cl)c2)C[C@@H]1CCC(=O)NCCN1CCOCC1	-1	3	-0.1	1.1
NNC(=O)CSc1nc2ccccc2[nH]1	-46	2	-0.2	0.0
O=C(Nc1ccc(Oc2ccccc2)cc1)c1cnc(-c2ccccc2)s1	-5	1	0.0	-0.2
O=C(Nc1ccc(F)c(Cl)c1)c1cccnc1	-29	-5	-0.2	-1.4
C=CCNC(=O)c1ccc2c(=O)n(CCOC)c(=S)[nH]c2c1	-4	17	0.0	-0.6
COCCn1nnnc1C(CC(C)C)N1CCN(c2ccccc2)CC1 (stereo unspecified)	-8	11	0.0	0.5
Nc1nnc(-c2cccc([N+](=O)[O-])c2)o1	8	-9	0.0	-0.6
O=C(COc1ccc(Cl)cc1Cl)N(Cc1ccsc1)Cc1ccco1	-13	6	0.8	-0.4
COc1ccc(NC(=O)N2CCC(NC(=O)OC(C)(C)C)CC2)cc1	-8	-5	0.2	2.7
CC(C)N(CCNc1nc(NC2CCC(O)CC2)nc2c1ncn2-c1ccsc1)C(C)C (stereo unspecified)	74*	0	-0.1	-1.0
COCCCNC(=O)CCN1Cc2cc(C)ccc2OC(C)C1 (stereo unspecified)	3	7	0.1	0.1
O=C(Nc1cccc2ccccc12)N1CCC(n2c(=O)[nH]c3ccccc32)CC1	0	7	0.0	-0.8
CCOCCOC(=O)c1[nH]c2c(c1C)C(=O)CC(c1ccco1)C2 (stereo unspecified)	51*	-6	0.2	-0.1
CC1=NN(C(N)=S)C(=O)C1N=Nc1nccs1 (stereo unspecified)	13	20	-0.7	-0.8
CCOC(=O)COc1ccc2c(c1)c(C(C)=O)c(C)n2-c1ccccc1	2	4	0.3	-0.5
CCOC(=O)Cc1[nH]nc2c1C1(C(=O)Nc3ccccc31)C(C#N)=C(N)O2 (stereo unspecified)	8	23	0.6	-0.4
CCC(Oc1ccccc1)C(=O)Nc1cc(=O)n(C)c(=O)n1C (stereo unspecified)	-2	-1	0.2	-1.1

# Given with values under each structure: part of the list above
# The line under a structure holds: TEAD-YAP block | MITF primary | FBW7 activator | GPR151 ag
CCC(Oc1ccccc1)C(=O)Nc1cc(=O)n(C)c(=O)n1C (stereo unspecified)
→ -2 | -1 | 0.2 | -1.1
CC1=NN(C(N)=S)C(=O)C1N=Nc1nccs1 (stereo unspecified)
→ 13 | 20 | -0.7 | -0.8
CC(C)N(CCNc1nc(NC2CCC(O)CC2)nc2c1ncn2-c1ccsc1)C(C)C (stereo unspecified)
→ 74* | 0 | -0.1 | -1.0
CCOCCOC(=O)c1[nH]c2c(c1C)C(=O)CC(c1ccco1)C2 (stereo unspecified)
→ 51* | -6 | 0.2 | -0.1
COCCCNC(=O)CCN1Cc2cc(C)ccc2OC(C)C1 (stereo unspecified)
→ 3 | 7 | 0.1 | 0.1

# Further results.
SMILES	TEAD-YAP block	MITF primary	FBW7 activator	GPR151 ag
O=C(O)C1CC(=O)N(c2ccc(OCc3ccccc3)cc2)C1 (stereo unspecified)	6	7	0.0	1.0
O=C(NC1CCCCC1)c1ccc(-c2ccco2)nc1NCc1cccnc1	-13	-2	1.6	-1.0
O=C(CCn1nnc2ccccc21)N1CCn2cnnc2C1	-8	-2	-0.1	1.3
O=C(Nc1nnc(S(=O)(=O)N2CCN(c3ccc(F)cc3)CC2)s1)c1ccco1	3	8	0.8	0.8
CCOc1ccccc1OCCN1CC(C)OC(C)C1 (stereo unspecified)	5	29	0.1	1.1
CCOC(=O)C(=CNc1ccc(Br)cc1)C(=O)OCC	-8	13	-0.2	-0.7
COc1ccc(COC(=O)N/N=C(\C)CC(=O)NCCc2ccc(OC)c(OC)c2)cc1	-7	0	0.1	-0.6
Cc1nc(NC(=O)c2ccc([N+](=O)[O-])o2)ccc1I	-12	18	-0.3	-0.9
COc1ccc(-c2cn(-c3ccc(OC)cc3)c(SCC(=O)Nc3ccc(Cl)cc3)n2)cc1	13	8	-0.1	0.0
Cc1cccc(C)c1NC(=O)C(c1ccccc1)N1CCN(c2ccccc2)CC1 (stereo unspecified)	-11	16	0.2	-0.6
O=[N+]([O-])c1ccc2nc(CN3CCCCC3)[nH]c2c1	-16	-1	0.0	-1.2
O=C1CCC(CCC(=O)N2CCN(c3ccccc3)CC2)(Cc2ccc3c(c2)OCO3)N1 (stereo unspecified)	6	9	0.2	0.3
CC/C(=N\Nc1nc2ccccc2s1)c1ccc(O)cc1	-47	11	-0.2	-1.2
CC1(C)Cc2c(ccc3ccccc23)C2=C(C#N)C(=O)C(=O)N21	-2	-1	-0.1	-0.3
C=CCOC(=O)C1=C(C)NC(SCC(=O)Nc2ccc(Br)cc2)=C(C#N)C1c1cccs1 (stereo unspecified)	8	-12	-0.2	2.4
Cc1cccc(NS(=O)(=O)c2cc(Br)cnc2N)c1C	-5	-7	0.0	0.5
O=C(CNS(=O)(=O)c1ccc(Br)cc1)N=Nc1c(O)[nH]c2ccccc12	8	9	0.2	1.7
O=C(c1cnc2ccccc2n1)N1CCC(O)(c2ccc(Cl)cc2)CC1	-12	10	-1.4	0.0
COc1cc2ccccc2cc1C(=O)Nc1ccccc1Cl	-71	8	0.3	-1.6
CCCOCCOC(=O)C1=C(C)NC2=C(C(=O)CC(C)(C)C2)C1c1ccsc1 (stereo unspecified)	10&7	-5&-14	0.0&0.1	-1.4&0.6
COC(=O)c1ccc2[nH]c3c(c2c1)CCCC3	-43	3	0.0	0.9
COC(=O)c1ccc(COC(=O)c2cc[n+]([O-])cc2)cc1	-11	-7	-0.1	0.4
Nc1nc(Nc2ccc(N3CCOCC3)cc2)cc(-c2ccc(C(=O)NC3CC3)cc2)n1	-8	2	0.0	-1.0
COc1cccc(C(=O)N2CC[C@@H]3[C@H](CCCN3C(=O)CC3CCCC3)C2)c1	-4	-6	0.0	0.8
COc1ccc(C(=O)/C=C/N2CCCCC2)cc1OC	-2	-7	0.0	-0.1
COc1ccc(C(=O)Nc2ccc3oc(-c4ccc(OC)c(Cl)c4)nc3c2)cc1	-9	10	0.0	1.1
NC(=O)c1ccccc1NC(=O)/C=C/c1ccc(Br)cc1	-30	-9	0.0	-1.6
Nc1cccc(C(=O)N/N=C/c2cc(Cl)cc([N+](=O)[O-])c2O)c1	1	13	-0.3	-0.7
CCN(CC)c1ccc(NC(=O)CNCCN2CCOCC2)c(C)c1	2	61*	-0.1	1.7
